PPARg SRC3 recr = agonists of human PPARgamma SRC-3 coactivator recruitment. P37231. activation, % at 8 µM. biochemical PPARgamma/SRC-3 coactivator recruitment assay. 200,000 tested, 0.26% active; in the data active means activation above about 23%;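 further: 0% = DMSO and 100% = reference agonist; some compounds past the cut are filed as inactive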
Lmaj promast = inhibitors of Leishmania major promastigote growth; Leishmania major promastigotes, resazurin fluorescence viability; inhibition, % at 10 µM; 200,000 tested, 9% active; AID 1063; in the data active means inhibition above about 50%;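 further: promastigotes grown with compound for 44 hours at 28 °C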
bIAP activator = intestinal alkaline phosphatase (bovine) activation; purified bovine IAP, CDP-star luminescence, 30 min; stronger effect = higher value; fold of DMSO-control signal, blank-subtracted; activation factor at 20 µM; AID 1016; 200,000 tested, 0.17% active;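 active means activation factor of 2 or more at 20 µM, a signal rise over negative controls twice the positive control's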
PPARg SRC-2 ag = promotes SRC-2 coactivator recruitment by human PPARgamma; P37231; PPARgamma LBD-SRC-2 recruitment, biochemical; 200,000 tested, 0.34% active; activation, % at 8 µM; in the data active means activation above about 22%;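 further: 0% = vehicle and 100% = reference agonist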
S1P3 antag = blocks the human S1P3 receptor; Q99500; CHO S1P3 NFAT-BLA reporter, FRET fluorescence, antagonist mode; inhibition, % at 4.98 µM; 170,000 tested, 0.27% active; AID 485;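 active means inhibition above the plate cutoff, the mean inhibition of test wells on that plate plus 3 SD, cut at about 28% in these data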;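 further: cells challenged with S1P at its EC80 of 0.8 µM; blue over green emission ratio from cleaved BLA substrate after 4 h stimulation; 0% = S1P-stimulated wells and 100% = unstimulated DMSO-only wells; some compounds past the cut are filed as inactive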
Target sequence (Q99500 whole entry, looked up): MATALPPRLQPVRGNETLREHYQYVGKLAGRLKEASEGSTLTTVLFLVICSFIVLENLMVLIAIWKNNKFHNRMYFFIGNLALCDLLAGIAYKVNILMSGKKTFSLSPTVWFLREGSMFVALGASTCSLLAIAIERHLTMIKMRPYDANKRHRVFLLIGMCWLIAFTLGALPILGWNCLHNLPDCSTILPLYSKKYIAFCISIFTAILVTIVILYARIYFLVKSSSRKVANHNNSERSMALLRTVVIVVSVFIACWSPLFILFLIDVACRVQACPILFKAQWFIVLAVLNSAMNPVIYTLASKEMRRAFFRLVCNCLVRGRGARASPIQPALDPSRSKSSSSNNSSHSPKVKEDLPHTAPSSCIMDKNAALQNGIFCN
PPARg SRC1 recr = promotes SRC-1 coactivator recruitment by human PPARgamma | P37231 | PPARgamma-SRC-1 coactivator recruitment biochemical assay | activation, % at 8 µM | 200,000 tested, 0.41% active | AID 631; in the data active means activation above about 19%;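 further: 0% = DMSO and 100% = reference agonist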
TLR4-MyD88 BLA = blocks binding of human TLR4 to MyD88; 200,000 tested, 0.18% active; inhibition, % at 8.4 µM; AID 861; HeLa CL3-4 TLR4/MyD88 BLA complementation, FRET ratio; in the data active means inhibition above about 25%;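 further: 0% = vehicle and 100% = reference inhibitor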
ROMK mod = human ROMK K+ channel modulation, primary screen; P48048; Tet-inducible ROMK, thallium flux fluorescence; actives lie on both sides; B-score at 10 µM; 130,000 tested, 2% active;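 active means signal ratio slope over the read window, or its plate-corrected B-score, at least 3 SD from the plate mean, either direction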;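 further: B-score of the F/F0 ratio slope over 7 to 12 s after thallium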
Target sequence (P48048 whole entry, looked up): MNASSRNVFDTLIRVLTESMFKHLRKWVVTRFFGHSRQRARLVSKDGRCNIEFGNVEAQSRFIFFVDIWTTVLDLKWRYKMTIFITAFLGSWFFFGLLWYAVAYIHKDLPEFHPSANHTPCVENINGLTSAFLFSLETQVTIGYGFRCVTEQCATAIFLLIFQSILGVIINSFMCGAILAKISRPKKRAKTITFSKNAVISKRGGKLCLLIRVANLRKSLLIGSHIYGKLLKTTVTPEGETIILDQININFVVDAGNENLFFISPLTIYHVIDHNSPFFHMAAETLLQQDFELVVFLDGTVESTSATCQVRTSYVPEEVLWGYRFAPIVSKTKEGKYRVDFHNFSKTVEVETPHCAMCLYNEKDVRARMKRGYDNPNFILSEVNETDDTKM
SRC2 TRFRET art = flags TR-FRET format artefacts in PPARgamma SRC-2 recruitment agonist screen; TR-FRET artefact counter-screen; stronger effect = higher value; TR-FRET ratio at 8 µM; 200,000 tested, 0.4% active; AID 1049; in the data active means TR-FRET ratio above about 2000; further: inactives centre near 1500; reference of the scale not given here
bIAP inh = intestinal alkaline phosphatase (bovine) inhibition | purified bovine IAP, CDP-star luminescence, 30 min | inhibition, % at 20 µM | 190,000 tested, under 10 active;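 active means over 50% inhibition of intestinal alkaline phosphatase at 20 µM in the single-dose screen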
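System: purified bovine intestinal alkaline phosphatase (IAP) enzyme; Input: IAP diluted 1/65,000,000 in the well; Measured by: CDP-star luminescence signal; Compound dosing: 20 µM single dose; Incubation: 30 min reaction at room temperature.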
Redox H2O2 prof = compounds producing H2O2 with reducing agent – biochemical, NIH compound library profiling, artefact control for MLSCN library redox annotation, primary screen; DTT-dependent redox cycling H2O2, phenol red/HRP absorbance; 100% = 100 µM peroxide control, 0% = buffer; activation, % at 10 µM; 200,000 tested, 0.03% active; AID 878;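 active means activation of at least 50% relative to the plate's high and low controls in the primary single-dose screen; inactive means activation below 50%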;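 further: compound incubated with DTT at 0.8 mM final as the reducing agent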
Starred values were filed as active, the others as inactive; nt = no result given.

SMILES	PPARg SRC3 recr	Lmaj promast	bIAP activator	PPARg SRC-2 ag	S1P3 antag	PPARg SRC1 recr	TLR4-MyD88 BLA	ROMK mod	SRC2 TRFRET art	bIAP inh	Redox H2O2 prof
Cc1ccccc1NS(=O)(=O)c1cc(C(=O)N2CCc3ccccc3C2)ccc1C	-0.9	87.8*	1	4.6	nt	-6.1	2.4	-0.222	1536	1.9	-4.2
Cc1cccc(OCCN2C(=O)C(=O)c3cc(C)ccc32)c1	2.3	0.3	0.9	6.0	-7.2	7.3	2.5	2.53	1696	5.1	0.2
COc1ccc(CN(CC2CCCO2)C(=O)c2cc3sccc3n2C)c(OC)c1 (stereo not drawn)	-2.9	6.5	1.3	1.3	-19.0	-4.1	1.8	-1.05	1523	-26.9	0.1
COc1ccc(/C=N/NC(=O)c2nc(-c3ccccc3)n(-c3ccccc3)n2)c(O)c1	1.2	99.3*	1	-7.1	2.3	-7.5	5.1	nt	1556	2.5	-0.2
COc1cc(CNCCN2CCOCC2)ccc1OCc1cccc(Cl)c1	-13.8	95.5*	1	-5.7	nt	-3.0	-2.0	-1.11	1528	1.6	0.1
CCC(=O)N1CCc2cc(S(=O)(=O)N3CCN(c4ccccn4)CC3)ccc21	7.4	-2.9	1	3.1	nt	2.9	4.1	3.57*	1508	3.7	-0.7
COCCCNC(=O)Cn1cc2c(n1)CCCCC2	1.9	-9.4	0.9	1.3	-0.7	10.1	-2.7	nt	1805	7.8	-3.3
CCc1cccc(CC)c1NC(=O)CN1CC(C)SC1=NC1CCCCC1 (stereo not drawn)	2.2	16.6	1	3.5	nt	-0.3	-0.3	nt	1609	-0.1	1.9
Brc1ccc(-c2cnc3n2CCCC3)cc1	-1.8	-0.2	1	-1.4	nt	2.7	-2.3	-1.3	1566	3.3	1.9
CCC(C)NC(=O)C1c2ccccc2C(=O)N1Cc1ccc(OC)cc1OC (stereo not drawn)	-7.4	11.2	1	3.4	nt	-2.9	-0.6	-0.00198	1418	3.8	0.1
COc1nc(Nc2ccc(C(C)=O)cc2)nc(OC)n1	-1.8	1.4	0.9	13.4	14.4	9.3	-2.2	nt	1589	10.7	-2.8
CN1C(=O)c2ccccc2N(C)C1c1ccccc1Cl (stereo not drawn)	5.1	1.3	1	3.7	-1.6	0.4	6.6	0.00906	1651	2.7	-0.2
COC(=O)c1ccc(Sc2nnnn2-c2ccccc2)c([N+](=O)[O-])c1	-8.0	99.5*	0.8	-10.8	nt	-8.4	13.2	1.16	1422	15.5	-3.5
O=C(OC1CCOC1=O)c1ccc(-c2nc3ccccc3s2)s1 (stereo not drawn)	-2.5	-1.1	0.9	6.5	-15.2	2.6	-0.9	nt	1472	6.3	-0.8
COCCNC(=O)CCc1nnc(C2(c3ccc(Cl)cc3)CCC2)o1	7.3	-7.6	1	8.3	-13.9	6.7	-4.8	-0.0239	1680	-1.5	0.6
CCCCc1c(O)nc2n(c1=O)CCS2	11.3	-6.9	1	3.6	-13.8	2.7	-8.6	nt	1463	2.6	-0.7
COCCCNC(=O)c1cc2c(=O)n3cccc(C)c3nc2n(C(C)C)c1=N	5.3	19.7	1	6.7	-22.3	5.7	-14.7	nt	1610	-2.4	-1.6
CCOC(=O)C1CCCN(c2c(NCCN(C)Cc3ccccc3)c(=O)c2=O)C1 (stereo not drawn)	-10.6	-0.9	1	-5.2	-47.6	-1.7	8.3	nt	1757	3.6	-0.3
O=C(NC1CCCCCC1)C(=S)N1CCCC1	2.9	-6.5	0.9	0.4	-6.2	-1.6	3.0	-0.0549	1670	7.0	-1.1
Cc1cccc2cc(CN(CC3CCCO3)C(=O)c3ccncc3)c(=O)[nH]c12 (stereo not drawn)	3.0	-8.9	1	14.7	-11.1	6.9	7.5	1.05	1627	-0.3	-1.6
COc1cc2c(c(O)c1OC)C(=O)C(OC)CCC2 (stereo not drawn)	9.1	-3.3	0.9	0.9	2.2	4.0	-16.3	0.284	1753	9.1	-0.2
Cc1c(C(=O)NCC2CCCO2)sc2nc(-c3ccccc3)cn12 (stereo not drawn)	9.2	3.7	1.2	2.7	12.7	8.4	2.6	nt	1498	-16.2	-1.9
COc1ccc(N2CCN(C(=O)CCN3C(=O)c4ccccc4S3(=O)=O)CC2)cc1	4.8	9.7	1	7.7	-3.6	7.1	-7.7	nt	1587	0.2	-2.0
CN(C)C(=S)NC(=O)c1cccc(Cl)c1	-1.9	-2.4	1	-3.2	-4.5	-6.1	-1.5	0.963	1503	1.7	0.2
O=C(NC1CCS(=O)(=O)C1)c1sc2ccccc2c1Cl (stereo not drawn)	1.8	0.9	1	-0.5	-9.0	-5.4	-3.1	-0.347	1678	0.9	0.3

Whole records from above. Screens in order: PPARg SRC3 recr | Lmaj promast | bIAP activator | PPARg SRC-2 ag | S1P3 antag | PPARg SRC1 recr | TLR4-MyD88 BLA | ROMK mod | SRC2 TRFRET art | bIAP inh | Redox H2O2 prof
COCCCNC(=O)Cn1cc2c(n1)CCCCC2 across the screens: 1.9 | -9.4 | 0.9 | 1.3 | -0.7 | 10.1 | -2.7 | nt | 1805 | 7.8 | -3.3
COc1ccc(CN(CC2CCCO2)C(=O)c2cc3sccc3n2C)c(OC)c1 (stereo not drawn) across the screens: -2.9 | 6.5 | 1.3 | 1.3 | -19.0 | -4.1 | 1.8 | -1.05 | 1523 | -26.9 | 0.1
Cc1ccccc1NS(=O)(=O)c1cc(C(=O)N2CCc3ccccc3C2)ccc1C across the screens: -0.9 | 87.8* | 1 | 4.6 | nt | -6.1 | 2.4 | -0.222 | 1536 | 1.9 | -4.2
COc1ccc(N2CCN(C(=O)CCN3C(=O)c4ccccc4S3(=O)=O)CC2)cc1 across the screens: 4.8 | 9.7 | 1 | 7.7 | -3.6 | 7.1 | -7.7 | nt | 1587 | 0.2 | -2.0
CCC(=O)N1CCc2cc(S(=O)(=O)N3CCN(c4ccccn4)CC3)ccc21 across the screens: 7.4 | -2.9 | 1 | 3.1 | nt | 2.9 | 4.1 | 3.57* | 1508 | 3.7 | -0.7

ROMK mod, hit marks shown above
SMILES | PPARg SRC3 recr | bIAP activator | PPARg SRC-2 ag | S1P3 antag | PPARg SRC1 recr | TLR4-MyD88 BLA | ROMK mod | bIAP inh | Redox H2O2 prof
CCC(=O)N1CCc2cc(S(=O)(=O)N3CCN(c4ccccn4)CC3)ccc21 | 7.4 | 1 | 3.1 | nt | 2.9 | 4.1 | 3.57* | 3.7 | -0.7

Next results follow:
SMILES	PPARg SRC3 recr	Lmaj promast	bIAP activator	PPARg SRC-2 ag	S1P3 antag	PPARg SRC1 recr	TLR4-MyD88 BLA	ROMK mod	SRC2 TRFRET art	bIAP inh	Redox H2O2 prof
O=c1c(/C=N/N2CCOCC2)c(C(F)(F)F)[nH]n1-c1ccccc1	-2.9	-6.3	1	2.0	-4.1	-4.0	0.5	1.08	1555	4.2	-2.2
CCOC(=O)C1CCCN(S(=O)(=O)c2cc(Br)cc3c2N(C(=O)C2CC2)CC3)C1 (stereo not drawn)	-1.4	18.9	1.1	6.0	nt	25.5*	-10.4	-1.36	1794	-12.4	-0.2
COCCCn1c(SCC(=O)Nc2ccc(NC(=O)c3ccco3)c(OC)c2)nc2ccccc2c1=O	6.2	-3.8	1	5.5	nt	8.1	-7.4	nt	1456	3.3	0.3
CCN(CC)S(=O)(=O)c1cccc(NC(=O)COC(=O)/C=C/c2ccco2)c1	3.1	57.3*	0.8	1.9	-5.5	1.6	-1.2	nt	1693	20.1	-0.3
CCOC(=O)N/N=C/c1cc(OC)c(O)c(OC)c1	7.4	-7.0	1	3.5	-1.1	-5.9	-2.7	0.36	1433	3.6	-0.5
Cc1ccc(S(=O)(=O)NC(=O)Nn2c(C)nnc2C)cc1	7.4	-4.3	0.9	6.0	nt	2.6	0.2	nt	1527	12.1	2.5
Cc1cc(C(=O)Cn2cc(C(F)(F)F)ccc2=O)c(C)n1-c1ccccc1	5.0	0.0	1	6.6	2.5	1.8	-0.8	0.0185	1447	2.8	-0.1
COc1cc2c(cc1OC)C(c1cc3ccccc3oc1=O)=NC(C)(C)C2	0.4	13.5	0.9	-3.2	nt	-8.1	11.5	-1.21	1537	12.1	-0.3
CCOc1ccccc1-c1nc2c(C(C)(C)C)nn(C)c2c(=O)[nH]1	-2.9	-6.2	0.9	-5.0	2.2	-9.1	3.3	0.259	1437	8.0	-0.1
CCC1Oc2ccccc2N(CC(=O)NCc2cccs2)C1=O (stereo not drawn)	3.6	0.2	0.9	-1.0	1.0	7.4	-5.2	-0.0712	1643	14.1	1.1
COc1cccc(C2CC(C(F)(F)F)n3nc(C(=O)NCc4cccnc4)cc3N2)c1 (stereo not drawn)	7.8	-7.1	1.1	-6.6	-26.5	-4.5	3.7	0.00846	1461	-6.2	0.8
O=C(OCC#CCSc1nnc(-c2cccc3ccccc23)o1)c1ccco1	9.1	0.1	0.8	5.2	nt	4.9	-5.2	nt	1596	21.1	1.2
CC[N+]1(CC)CC2CCC(C)(C1)C2(C)C (stereo not drawn)	-3.0	-1.6	0.9	0.0	-5.4	1.1	-9.9	0.751	1611	9.2	-0.2
CCc1nnc(NC(=O)Cc2cc(OC)c(OC)c(OC)c2)s1	-5.5	6.5	1.2	-3.5	-23.6	-4.1	-12.3	0.0831	1325	-23.3	0.0
COc1cccc(NC(=O)Cn2c3ccccc3c3nc4n(c(=O)c32)CCS4)c1	3.8	1.8	1.1	1.8	-1.8	2.9	-8.8	-1.79	1835	-6.5	-0.3

Filtered by structure, those above with bromine
SMILES	PPARg SRC3 recr	Lmaj promast	bIAP activator	PPARg SRC-2 ag	S1P3 antag	PPARg SRC1 recr	TLR4-MyD88 BLA	ROMK mod	SRC2 TRFRET art	bIAP inh	Redox H2O2 prof
Brc1ccc(-c2cnc3n2CCCC3)cc1	-1.8	-0.2	1	-1.4	nt	2.7	-2.3	-1.3	1566	3.3	1.9
CCOC(=O)C1CCCN(S(=O)(=O)c2cc(Br)cc3c2N(C(=O)C2CC2)CC3)C1 (stereo not drawn)	-1.4	18.9	1.1	6.0	nt	25.5*	-10.4	-1.36	1794	-12.4	-0.2

Assay outcomes (PubChem BioAssay)
